# Screening data from PubChem BioAssay.
# M4 antag – antagonists of human muscarinic M4 receptor (CHRM4); AID 624125; inhibition, % at 3 µM; hit rate 0.73% among 360,000; CHO-hM4 cells, ACh EC80, Fluo-8 calcium fluorescence;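 active = inhibition above its plate's cutoff, the mean inhibition of sample wells plus 3 SD, cut at about 27% in these data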;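 also: 0% = acetylcholine EC80 with DMSO and 100% = DMSO without agonist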
# M1 ag – agonists of human M1 muscarinic receptor. P11229. activation, % at 3 µM. hit rate 0.33% among 360,000. CHO-K1 hM1, Fluo-8 calcium fluorescence, agonist mode; 0% DMSO, 100% acetylcholine EC100;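 active = activation above the run's mean compound activation plus 3 SD, cut at about 16% in these data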;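 also: peak over basal fluorescence ratio within a 140 s kinetic read after compound addition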
# Target sequence (P11229 whole entry, looked up): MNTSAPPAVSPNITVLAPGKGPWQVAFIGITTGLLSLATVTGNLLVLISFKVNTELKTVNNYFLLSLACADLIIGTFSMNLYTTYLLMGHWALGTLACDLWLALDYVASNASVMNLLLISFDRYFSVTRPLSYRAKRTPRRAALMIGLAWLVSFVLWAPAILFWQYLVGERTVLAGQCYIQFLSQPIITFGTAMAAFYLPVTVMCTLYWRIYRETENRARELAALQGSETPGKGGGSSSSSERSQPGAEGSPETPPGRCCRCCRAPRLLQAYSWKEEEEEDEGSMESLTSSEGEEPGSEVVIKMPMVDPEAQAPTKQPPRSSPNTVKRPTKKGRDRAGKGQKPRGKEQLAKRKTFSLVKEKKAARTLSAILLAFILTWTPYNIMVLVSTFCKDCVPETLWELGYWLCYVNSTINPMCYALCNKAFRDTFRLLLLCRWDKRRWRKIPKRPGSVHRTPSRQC
# CHO-K1 Ca antag – nonselective inhibitor or artifact in parental CHO-K1 cells. ATP-induced calcium, Fluo-8 fluorescence. inhibition, % at 3 µM. hit rate 0.6% among 360,000;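 active = inhibition above a per-plate cutoff, the plate's mean sample inhibition plus 3 SD, cut at about 24% in these data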;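 also: 0% = DMSO plus EC80 ATP and 100% = DMSO alone without ATP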
# CHRM1 antagonist – blocks human M1 muscarinic receptor. P11229. CHO-K1 hM1, Fluo-8 calcium fluorescence, ACh EC80 antagonist. inhibition, % at 3 µM. hit rate 1.3% among 360,000. AID 588852;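 active = percent inhibition above its own plate's cutoff, namely the mean of that plate's compound wells plus 3 SD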;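 also: peak over basal fluorescence ratio during 140 s after agonist addition; 0% = ACh EC80 plus DMSO and 100% = DMSO alone without agonist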
# CHRM1 PAM – human CHRM1 positive allosteric modulation; hit rate 0.088% among 360,000; CHO-K1 hM1, Fluo-8 calcium fluorescence, ACh EC20; 0% = ACh EC20, 100% = maximal ACh; P11229; activation, % at 3 µM; in the data active = activation above about 19%, passing the limit was not always enough
# M4 ag – agonists of human muscarinic M4 receptor (CHRM4) | activation, % at 3 µM | hit rate 0.14% among 360,000 | CHO-K1 hM4/Gqi5, Fluo-8 calcium fluorescence; vehicle 0%, full acetylcholine response 100% | AID 624127;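 active = activation above the run mean over all test wells plus 3 SD, cut at about 32% in these data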;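 also: peak over basal fluorescence ratio per well then scaled between controls; 0% = DMSO wells and 100% = acetylcholine at EC100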
# CHO parental Ca – signal in parental CHO cells, OX1R antagonist counter-screen; parental CHO-K1, ATP-induced calcium, Fluo-8 fluorescence; inhibition, % at 5.6 µM; hit rate 0.63% among 330,000;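 active = inhibition above that plate's mean sample inhibition plus 3 SD, cut at about 26% in these data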;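 also: 0% = ATP-challenged DMSO wells and 100% = DMSO wells without ATP; some compounds past the cut are filed as inactive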
#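 Material: parental CHO cells / Compound: single nominal dose of 5.6 µM per compound / Signal: Fluo-8 fluorescence / Replicates: singlicate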
# OXTR potentiate – potentiators of human oxytocin receptor | P30559 | AID 2445 | hit rate 0.061% among 320,000 | activation, % at 3 µM | CHO-OTR cells, Fluo-8 calcium fluorescence, potentiator mode; 0% = oxytocin EC15, 100% = EC100;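 active = activation above that plate's cutoff, the mean activation of tested compounds plus 3 SD, cut at about 6.6% in these data, passing the limit was not always enough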;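 also: 100% uses oxytocin at 75 nM as the full agonist control; some results filed as inactive read as strong as hits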
# Target sequence (P30559 whole entry, looked up): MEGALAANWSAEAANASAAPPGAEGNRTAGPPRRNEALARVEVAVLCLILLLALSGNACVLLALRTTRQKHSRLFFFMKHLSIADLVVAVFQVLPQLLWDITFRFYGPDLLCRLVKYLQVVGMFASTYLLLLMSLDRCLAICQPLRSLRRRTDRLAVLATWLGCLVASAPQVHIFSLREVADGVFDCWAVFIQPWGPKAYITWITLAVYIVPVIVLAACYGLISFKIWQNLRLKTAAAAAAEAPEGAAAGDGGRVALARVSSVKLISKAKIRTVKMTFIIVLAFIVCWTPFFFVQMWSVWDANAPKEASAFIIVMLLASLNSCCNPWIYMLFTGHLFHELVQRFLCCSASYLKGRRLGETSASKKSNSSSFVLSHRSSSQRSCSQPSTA
#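 Material: human OTR in CHO cells. Compound: 3.0 µM, one dose. Timing: compound 6 min at room temperature before oxytocin, 100 s read. Evaluation: % activation of max/min ratio relative to oxytocin controls. Replication: single well per compound, singlicate. Signal: Fluo-8 calcium dye fluorescence.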
# CHO-K1 Ca ag – nonselective activator or artifact in parental CHO-K1 cells; hit rate 0.48% among 360,000; activation, % at 3 µM; Fluo-8 calcium fluorescence; scaled to maximal ATP response, vehicle zero; in the data active = activation above about 15%;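 also: untransfected CHO-K1 host cells lacking M1 receptor as counterscreen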
# * = called active by the depositor; . = not tested or not shown.
SMILES,M4 antag,M1 ag,CHO-K1 Ca antag,CHRM1 antagonist,CHRM1 PAM,M4 ag,CHO parental Ca,OXTR potentiate,CHO-K1 Ca ag
O=[N+]([O-])c1cccc(/C=N/N2CCN(Cc3ccc(Cl)cc3)CC2)c1,-5.7,-3.9,-6.3,19.4,-13.7,10.9,-7.8,-14.4,4.7
CN(Cc1cc(=O)n2ccsc2n1)Cc1nc2ccccc2c(=O)[nH]1,-5.8,-5.9,-10.5,-2.9,-0.8,2.8,-14.4,-16.9,0.6
CCCC1CCC(=NNC(=O)OC(C)(C)C)CC1 (stereo not given),-5.7,-6.2,-0.9,-3.4,4.3,1.9,-6.5,-4.0,0.3
CCN(CC)CCn1c2c(c(SCC(=O)Nc3cc(OC)cc(OC)c3)nc1=O)CCC2,3.6,-8.4,-13.9,-1.8,3.5,1.4,-17.0,-3.4,0.3
CNS(=O)(=O)c1cc(OCC(N)=O)c(C)cc1Cl,-0.6,-0.8,10.2,-11.5,4.5,0.9,-2.6,-5.7,0.6
Cc1cc2c(c(=O)n1Cc1cccnc1)C(c1ccccc1)C(C#N)=C(N)O2 (stereo not given),-3.2,-2.1,-5.2,-5.0,4.0,-0.4,0.0,-7.0,-0.1
COc1cccc(OCc2ccc(Cl)cc2)c1C#N,-15.6,-3.6,-2.0,-4.6,6.3,1.5,-5.4,-13.3,0.7
CC1(C)CC(NC(=O)c2cccc3ccccc23)CC(C)(C)N1,6.8,-3.3,1.7,-8.0,5.7,1.2,-14.1,-0.7,0.1
COc1ccc(NS(=O)(=O)c2cccc(C(=O)NNC(=O)c3ccccc3OC)c2)cc1,-26.5,1.6,-10.7,-9.1,2.8,15.7,-21.0,-10.9,4.7
Cc1ccc(C)c(/C=N/n2cc(-c3ccccc3)[nH]c2=S)c1,-13.1,-6.0,-13.8,5.4,-1.5,5.0,-22.1,-0.3,1.2
CCOC(=O)c1cc(C(C)(C)C)n(CCCN2CCOCC2)c1C,-1.8,-3.4,-13.9,-10.1,5.2,0.9,-11.0,-2.4,1.0
CC(NC(=O)c1ccco1)C(c1cccs1)N1CCN(c2ccc(F)cc2)CC1 (stereo not given),1.1,-8.9,-5.1,51.2*,-18.4,1.8,-21.9,-0.2,2.9
Cc1ccc(S(=O)(=O)N2CCN(C(=O)COC(=O)c3cccc(Cl)c3)CC2)c(C)c1,-11.5,-1.0,-16.3,3.4,-3.5,9.7,-18.4,-11.1,8.7
COc1cccc2cc(/C(C)=N/Nc3nc(-c4cc(C)ccc4C)cs3)c(=O)oc12,4.4,0.0,15.7,0.3,3.4,0.6,-8.8,2.7,-0.3
CN(C)c1ccc(NC(=O)Nc2cccc(Cl)c2)cc1,2.8,1.2,15.5,2.2,-5.7,18.4,-4.3,-8.4,7.7
O=C1CCc2cc(S(=O)(=O)NC(Cc3ccccc3)C(=O)NCC3CCCO3)ccc2N1 (stereo not given),-0.9,-4.4,3.1,-5.5,4.1,1.0,-4.8,0.7,-0.4
O=C(Nc1ccccc1)c1ccc(NCCN2C(=O)CCC2=O)c([N+](=O)[O-])c1,6.7,-1.4,-8.1,3.5,4.5,-0.2,-6.5,0.1,0.1
CCOC(=O)C1(Cc2cccc(Cl)c2)CCCN(C(=O)c2cc(C(C)C)nn2C)C1 (stereo not given),-8.6,3.9,14.5,-0.3,10.8,7.8,-4.5,-5.7,2.2
CC(C)c1ccc(S(=O)(=O)N2CCN(C(=O)n3ccnc3)CC2)cc1,-9.7,-2.9,-12.5,-9.5,1.6,2.7,-7.1,-9.0,2.6
CC(C)(Oc1ccc(Cl)cc1)C(=O)NCc1n[nH]c(=O)c2ccccc12,-6.5,3.2,-2.7,-4.3,2.7,10.8,-17.0,2.7,5.3
COc1ccc(-c2cc(-c3cccs3)c(C#N)c(SCC(=O)NCc3ccccc3OC)n2)cc1,3.1,-2.4,-8.5,-23.2,3.4,-0.1,-29.3,-8.4,0.6
Cc1ccccc1Nc1nc(N)nc(COC(=O)c2ccc([N+](=O)[O-])o2)n1,-4.9,-0.5,-1.7,-8.0,10.4,1.0,-9.1,-1.1,2.6
COc1cc(OC)c(C#N)c(S(=O)Cc2ccccc2)c1 (stereo not given),-1.9,-5.5,-1.8,-2.2,3.9,1.3,-23.7,-5.5,0.6
CCCCSc1nc2ccc(Nc3nc(N4CCOCC4)nc(N4CCOCC4)n3)cc2s1,15.7,0.8,0.9,-15.7,13.5,-0.5,-14.5,-8.4,-0.2
O=C(/C=C/c1ccccc1)NC1CCS(=O)(=O)C1 (stereo not given),-7.5,-4.0,7.0,-9.3,11.1,0.2,4.0,-1.7,0.0
# Later entries
SMILES,M4 antag,M1 ag,CHO-K1 Ca antag,CHRM1 antagonist,CHRM1 PAM,M4 ag,CHO parental Ca,OXTR potentiate,CHO-K1 Ca ag
COc1ccc(-c2nc(/C=C3\C(C)=Nc4ccccc43)c(O)o2)cc1,5.6,-3.9,-10.0,10.9,-2.0,4.2,23.1,-15.2,2.0
O=S(=O)(c1ccc(-c2ccon2)s1)N1CCN(c2ccccn2)CC1,-0.2,-4.0,-6.7,-6.3,-3.2,2.0,-6.7,-12.8,2.8
O=C(O)CC1CCC1CC(=O)O (stereo not given),-9.4,9.4,-16.8,-1.4,18.1,0.3,.,.,0.8
CC1(C)CC(=O)C=C(CN2C(=O)c3ccccc3C2=O)C1=O,-1.4,-3.2,2.8,8.9,-0.7,0.7,2.1,-7.5,-0.2
CCOc1ccc(CNC(=O)c2ccc(NC(=O)C3=CSCCO3)cc2)cc1,8.8,-2.9,8.3,-7.6,3.5,0.3,0.4,-4.1,0.1
Cn1c(=O)n(C)c2cc(NC(=O)c3ccccc3[N+](=O)[O-])c(Br)cc21,-4.8,-2.4,-7.0,-12.8,10.2,4.9,-7.1,-5.0,2.8
CCn1c(C)c(C)c2cc(C(=O)NCCCN3CCN(C)CC3)ccc21,-1.5,-4.4,2.1,3.2,3.6,0.6,13.7,-17.7,-0.6
O=C(CC1C(=O)NCCN1CC(c1ccccc1)c1ccccc1)NCC1CCOCC1 (stereo not given),-2.8,-3.3,6.8,5.1,-1.8,0.3,-15.1,-6.3,0.2
O=c1ccnc(Nc2ccc([N+](=O)[O-])cc2)[nH]1,-14.8,0.9,-1.6,-8.6,5.4,2.3,-12.0,-2.9,1.7
CC(C)NC(=O)NC(=O)COC(=O)c1ccc(F)cc1F,0.9,0.4,6.3,-11.4,1.3,0.4,0.6,-0.2,-0.1
COc1cc(OC)cc(-c2nc(=S)n3ccsc3n2)c1,-5.2,-3.1,-4.1,-5.3,8.2,0.7,-3.5,-19.9,-0.2
NS(=O)(=O)c1ccc(S(=O)(=O)c2ccccc2)nc1,0.7,-3.0,-5.5,1.6,3.2,0.7,-1.2,-1.1,1.0
CCN(CC)C(=O)CN1C(=O)C2CC=C(Cl)CC2C1=O (stereo not given),5.0,-3.2,-8.9,16.5,-6.2,1.0,5.0,-2.1,0.4
COC(=O)CN(c1cc(OC)ccc1OC)S(=O)(=O)c1ccc(OC)c(OC)c1,-1.8,-2.8,-12.6,-31.1,7.9,2.7,-10.9,-4.2,0.3
CN(CCC#N)C(=O)COC(=O)/C=C/c1ccc2c(c1)OCO2,6.8,-2.1,-0.7,-3.7,0.0,0.1,-7.0,0.3,0.0
Brc1ccccc1C1=Nn2c(nnc2-c2ccco2)SC1,18.4,-3.6,-3.3,15.3,-6.0,17.5,-13.7,-6.3,4.0
Cc1ccc(C(=O)Nc2cc([N+](=O)[O-])ccc2C)cc1,-5.8,-9.4,-5.4,3.2,-1.8,0.0,-8.3,3.2,-0.1
CCc1ccc(C(=O)COC(=O)CNC(=O)c2cccs2)cc1,-3.7,0.5,-8.5,-38.1,12.0,2.5,-6.3,-2.5,0.7
FC(F)(F)c1nc2ncc(Cl)cc2[nH]1,8.8,1.9,-17.6,-9.0,3.4,2.8,1.1,-3.5,2.2
O=C(NC(c1ccccc1)c1ccsc1)C1CCN(CCOc2ccc(Cl)cc2Cl)CC1 (stereo not given),-1.6,-2.0,-7.5,-3.5,3.0,3.3,.,.,0.5
Cc1ccc(C(C)(c2ccc(N)cc2)c2ccc(N)cc2)cc1,2.0,2.7,1.6,-4.4,11.2,2.8,2.9,-12.2,-0.2
COc1cc(Cn2cnnn2)ccc1O,13.3,-2.6,-3.6,0.1,6.4,0.6,-15.0,0.0,0.7
COc1ccc(N2CCN(C(=O)CCN3C(=O)C4C5C=CC(C5)C4C3=O)CC2)cc1 (stereo not given),6.4,-6.0,-10.0,-3.8,2.5,1.7,-15.3,-10.2,0.9
Cc1cccc(OCCN2CCOCC2)c1C,-5.1,-4.0,5.7,-3.2,0.5,0.6,-2.7,-4.4,-0.3
Cc1nc(NC(=O)C2CCCCC2)sc1C,4.1,0.0,-8.2,-11.6,11.1,0.3,-11.3,3.6,-0.3

# A few values from the results shown.
# CC(NC(=O)c1ccco1)C(c1cccs1)N1CCN(c2ccc(F)cc2)CC1 (stereo not given) | CHRM1 PAM = -18.4
# O=C(NC(c1ccccc1)c1ccsc1)C1CCN(CCOc2ccc(Cl)cc2Cl)CC1 (stereo not given) | CHRM1 antagonist = -3.5

# Random excerpt: two entries already listed.
SMILES,M4 antag,M1 ag,CHO-K1 Ca antag,CHRM1 antagonist,CHRM1 PAM,M4 ag,CHO parental Ca,OXTR potentiate,CHO-K1 Ca ag
O=C(O)CC1CCC1CC(=O)O (stereo not given),-9.4,9.4,-16.8,-1.4,18.1,0.3,.,.,0.8
CCOc1ccc(CNC(=O)c2ccc(NC(=O)C3=CSCCO3)cc2)cc1,8.8,-2.9,8.3,-7.6,3.5,0.3,0.4,-4.1,0.1

# New compounds follow:
SMILES,M4 antag,M1 ag,CHO-K1 Ca antag,CHRM1 antagonist,CHRM1 PAM,M4 ag,CHO parental Ca,OXTR potentiate,CHO-K1 Ca ag
COc1cc2c(cc1CNC[C@H]1O[C@@H](n3cnc4c(N)ncnc43)[C@H](O)[C@@H]1O)OCO2,-2.4,-3.5,-12.2,2.2,-2.7,0.5,-8.2,0.2,0.0
O=C(CN1C(=O)NC2(CCc3ccccc32)C1=O)Nc1ccc(N2CCOCC2)cc1 (stereo not given),7.1,-4.8,6.2,-3.8,1.8,-0.3,-8.5,-2.1,0.3
COc1cccc(CC(=O)OCC(=O)NC(Cc2ccccc2)C(C)=O)c1 (stereo not given),-0.4,-0.6,-8.4,-14.3,13.0,0.5,-5.2,-7.7,1.5
CCCCCOC(=O)NCC(O)c1ccccc1 (stereo not given),-3.4,-5.3,-3.7,1.0,6.5,-1.1,-6.0,1.7,-0.3
COc1cccc2cc(C(C)N(CCCN3CCOCC3)C(=S)Nc3cc(C)ccc3C)oc12 (stereo not given),3.1,-5.2,-18.8,-12.5,10.9,1.9,-6.2,-0.5,1.9
O=C(Cc1ccc(Cl)cc1Cl)NC1CCCCCC1,-8.8,-1.8,-6.4,0.2,9.9,-1.1,-11.9,-5.6,-0.2
COc1cccc(OCc2cc(/C=N/Nc3ccc(C(=O)O)cc3)ccc2OC)c1,-5.7,0.0,-11.8,-37.9,16.9,-0.6,4.6,-3.1,-0.2
COc1ccc2cc(C(=O)C3CCCN(C(=O)CCc4ccccn4)C3)ccc2c1 (stereo not given),3.9,-7.9,-3.4,3.4,-15.1,21.9,-16.8,1.6,8.2
CC(=O)c1ccc(N(CC(=O)NC2CCCCC2)C(=O)c2csnn2)cc1,-6.9,-4.4,-6.3,-1.2,-0.8,-0.2,-0.7,1.8,0.3
